Screens deposited in PubChem by several laboratories.
MEKK3 PB1 HTS = MEKK3-MEK5 PB1 interaction, increase or decrease; Q99759; bead-based flow cytometry, Alexa488-MEK5 binding to MEKK3; actives lie on both sides; 0 = blocked by unlabeled MEK5, 100 = vehicle; binding response (% of control), % at 10 µM; 290,000 tested, 1.4% active;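 active = binding response more than 3 SD above or below the average of its plate-row segment, actives on both sides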;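 note: Alexa488 bead fluorescence after subtracting the streptavidin-only scavenger bead signal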
IDE act = activators of human insulin-degrading enzyme in cells. 340,000 tested, 0.073% active. HEK cells, FAbeta-B cleavage, fluorescence polarization; 0% vehicle, 100% cell-free pure enzyme wells. P14735. activation, % at 5.96 µM. AID 493087;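 active = activation above the mean of all tested compounds plus 3 SD, set per screening campaign, cut at about 17% in these data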
Target sequence (P14735 whole entry, looked up): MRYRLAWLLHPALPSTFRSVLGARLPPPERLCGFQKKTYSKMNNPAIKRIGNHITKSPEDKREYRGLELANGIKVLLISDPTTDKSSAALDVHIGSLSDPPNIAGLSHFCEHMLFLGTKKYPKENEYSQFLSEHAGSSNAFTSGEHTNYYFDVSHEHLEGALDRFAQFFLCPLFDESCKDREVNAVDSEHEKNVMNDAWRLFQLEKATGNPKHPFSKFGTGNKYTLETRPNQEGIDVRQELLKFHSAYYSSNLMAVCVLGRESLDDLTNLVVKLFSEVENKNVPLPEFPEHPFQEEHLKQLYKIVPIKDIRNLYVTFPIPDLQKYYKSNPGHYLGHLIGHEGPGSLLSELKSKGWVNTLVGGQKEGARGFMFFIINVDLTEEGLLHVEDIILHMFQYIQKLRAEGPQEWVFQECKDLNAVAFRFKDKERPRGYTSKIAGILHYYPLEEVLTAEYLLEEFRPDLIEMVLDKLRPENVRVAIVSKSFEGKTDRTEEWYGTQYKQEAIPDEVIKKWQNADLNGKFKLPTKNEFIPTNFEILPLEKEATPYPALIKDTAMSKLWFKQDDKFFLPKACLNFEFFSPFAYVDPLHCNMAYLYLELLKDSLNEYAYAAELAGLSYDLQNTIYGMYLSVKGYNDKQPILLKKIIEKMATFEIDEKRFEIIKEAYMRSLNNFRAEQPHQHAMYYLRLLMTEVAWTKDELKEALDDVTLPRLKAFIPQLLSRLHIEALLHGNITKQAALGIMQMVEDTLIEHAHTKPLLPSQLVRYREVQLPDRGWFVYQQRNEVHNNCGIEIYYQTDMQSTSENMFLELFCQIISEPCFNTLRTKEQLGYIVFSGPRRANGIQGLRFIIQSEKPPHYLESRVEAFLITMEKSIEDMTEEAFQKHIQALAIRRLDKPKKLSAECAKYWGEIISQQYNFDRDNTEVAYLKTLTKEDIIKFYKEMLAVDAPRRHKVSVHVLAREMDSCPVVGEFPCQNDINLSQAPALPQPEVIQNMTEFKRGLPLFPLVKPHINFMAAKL
DNA FID counter = displaces DNA intercalator in HCV helicase counter-screen; DNA fluorescent intercalator displacement, fluorescence; inhibition, % at 7.9 µM; 290,000 tested, 0.17% active; AID 1845; in the data active = inhibition above about 37%;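 note: 0% = vehicle and 100% = reference compound; higher means more ethidium bromide displaced from hairpin DNA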
HCV NS3 hel inh = blocks Hepatitis C virus NS3 helicase unwinding; NS3 helicase DNA unwinding, Cy5 molecular beacon fluorescence; inhibition, % at 10.9 µM; 290,000 tested, 0.56% active; AID 1800;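 active = inhibition above the mean of all tested compounds plus 3 SD, set per campaign, cut at about 35% in these data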;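 note: 0% = DMSO wells and 100% = thioflavine S control wells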
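System: HCV NS3 helicase fragment; control set: DMSO and thioflavine S; technique: Cy5 fluorescence at 0 and 60 min, beacon hairpin quenching; reagent: beacon DNA duplex substrate plus ATP; replicates: singlicate; schedule: 1 h reaction at 25 °C, ATP-initiated; medium: MOPS buffer pH 6.5 with MgCl2, DTT, Tween20, BSA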
IMP-1 inhibitor = inhibitors of Pseudomonas aeruginosa IMP-1 metallo-beta-lactamase | purified IMP-1, nitrocefin hydrolysis, epi-absorbance fluorescence | inhibition, % at 5.6 µM | 290,000 tested, 0.45% active;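 active = inhibition above the mean plus 3 SD of all compounds in the same screening run, cut at about 4.5% in these data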;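 note: 0% = IMP-1 with DMSO and 100% = DMSO wells lacking enzyme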
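system = purified recombinant IMP-1 beta-lactamase | amount = 0.2 nM IMP-1, as dispensed | medium = HEPES buffer pH 7.1 with ZnSO4 and Brij 35 | times = 25 °C, 15 min preincubation, 25 min reaction | detection = plate fluorescence quenching by hydrolysis product, ex 480/em 530 nm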
SUMO HTRF inh = SUMOylation inhibition. 290,000 tested, 0.36% active. AID 2006. HTRF SUMOylation assay, SAE1/SAE2 + UBC9, in vitro. inhibition, % at 35 µM; in the data active = inhibition above about 50%, passing the limit was not always enough; note: strong numbers were not always called active
PHOSPHO1 block = PHOSPHO1 (human) inhibition; 290,000 tested, 1.1% active; recombinant PHOSPHO1, absorbance phosphatase assay; Q8TCT1; inhibition, % at 13.3 µM; AID 1565; in the data active = inhibition above about 60%
pCIP destab = lowers stability of the mouse p/CIP coactivator protein; Q05BA5; F442A p/CIP-EGFP cells, EGFP fluorescence, 16 h; decrease of EGFP signal, % at 10 µM; 290,000 tested, 0.01% active; AID 1984;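 active = EGFP signal decrease of at least 30% at 10 µM or well 3 SD below plate mean, unless failing retest; inactive = the rest, including hits failing retest or dose response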; note: some compounds called inactive have numbers as strong as hits; many of its hits are not listed in these tables
VIM-2 inhibitor = blocks Pseudomonas aeruginosa VIM-2 metallo-beta-lactamase; purified VIM-2, nitrocefin hydrolysis, epi-absorbance fluorescence; inhibition, % at 5.6 µM; 290,000 tested, 0.89% active;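 active = inhibition above the mean of all tested compounds plus 3 SD, cutoff set per screening run, cut at about 7.5% in these data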;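 note: red hydrolysis product quenches plate fluorescence so inhibitors raise well fluorescence; 0% = enzyme with DMSO and 100% = DMSO without enzyme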
* hit, by the source's call; nt = no result given. Some of the compounds tested; count on the stated rates, not on these rows.

SMILES,DNA FID counter,IDE act,IMP-1 inhibitor,VIM-2 inhibitor,HCV NS3 hel inh,MEKK3 PB1 HTS,pCIP destab,PHOSPHO1 block,SUMO HTRF inh
CCCSc1nc2c(c(=O)[nH]c(=O)n2C)n1CC(O)COc1ccccc1 (stereo unspecified),-34,3,-2.4,-2.1,10,96,-6,6,12
O=c1[nH]c2ccccc2n1C1CCCCC1,-9,0,0.2,1.7,-3,nt,-19,2,7
C=CCSC1=N/C(=C\c2cc(OC)c3c(c2)OCO3)C(=O)S1,-10,2,-3.5,-0.4,18,101,-1,31,7
Cc1ccccc1NC(=O)CCNS(=O)(=O)c1ccc2c(c1)CCC(=O)N2,-9,0,-5.0,-0.7,3,100,7,62*,-1
N#Cc1ccc(-c2ccccc2)nc1SCC(=O)c1cccc(Cl)c1,-6,4,-0.8,-4.5,22,101,-45,-19,-22
COc1ccc(-c2nc(=S)c3c(n2Cc2cccnc2)CC(C)(C)OC3)cc1,-5,-3,-2.8,-1.1,3,98,-12,20,14
CN(C)CCNC(=O)c1ccc(COc2ccc(Cl)cc2Cl)cc1,31,-1,-4.0,-1.7,-87,98,-4,38,1
O=C(Nc1ccc(Cl)cc1)C1=Cc2ccccc2OC1,1,-3,1.6,-0.4,-5,102,6,2,0

Given field by field: entries from further up.
> O=c1[nH]c2ccccc2n1C1CCCCC1
  DNA FID counter: -9	IDE act: 0	IMP-1 inhibitor: 0.2	VIM-2 inhibitor: 1.7	HCV NS3 hel inh: -3	MEKK3 PB1 HTS: nt	pCIP destab: -19	PHOSPHO1 block: 2	SUMO HTRF inh: 7
> Cc1ccccc1NC(=O)CCNS(=O)(=O)c1ccc2c(c1)CCC(=O)N2
  DNA FID counter: -9	IDE act: 0	IMP-1 inhibitor: -5.0	VIM-2 inhibitor: -0.7	HCV NS3 hel inh: 3	MEKK3 PB1 HTS: 100	pCIP destab: 7	PHOSPHO1 block: 62*	SUMO HTRF inh: -1
> CN(C)CCNC(=O)c1ccc(COc2ccc(Cl)cc2Cl)cc1
  DNA FID counter: 31	IDE act: -1	IMP-1 inhibitor: -4.0	VIM-2 inhibitor: -1.7	HCV NS3 hel inh: -87	MEKK3 PB1 HTS: 98	pCIP destab: -4	PHOSPHO1 block: 38	SUMO HTRF inh: 1

New compounds follow
SMILES,DNA FID counter,IDE act,IMP-1 inhibitor,VIM-2 inhibitor,HCV NS3 hel inh,MEKK3 PB1 HTS,pCIP destab,PHOSPHO1 block,SUMO HTRF inh
O=C(CCSc1nnc(-c2ccncc2)o1)Nc1ccc(Cl)cc1,-5,-6,1.3,1.4,-9,90,-6,-3,5
CCCS(=O)(=O)c1c(S(=O)(=O)CCC)c2ccc(C(N)=O)cn2c1C(=O)c1ccc(OC)cc1,-29,3,0.1,1.5,-4,109,-2,60*,14
CCOC(=O)CN(C(=O)CNC(=O)c1ccco1)C(C(=O)NC1CCCCC1)c1cccs1 (stereo unspecified),-27,5,-2.1,-1.3,-2,102,-15,3,-17
O=c1cc(-c2ccccc2Cl)oc2c(Br)ccc(O)c12,-6,-4,-0.2,1.5,-6,104,10,26,-2
CCn1cc(C(=O)O)c(=O)c2cc(OC)ccc21,-2,-1,0.0,4.5,-1,103,8,25,11
O=[N+]([O-])c1ccc(CNc2cccc(Cl)c2)s1,16,7,-2.7,-2.1,-8,100,-16,30,25
CC1(c2ccc3c(c2)OCO3)NC(=O)N(CC(=O)NCCC2=CCCCC2)C1=O (stereo unspecified),-8,6,-3.0,-3.5,-1,85,-2,-2,5
CC(C)Sc1ccccc1C(=O)Nc1ccc2c(c1)n(C)c(=O)n2C,-26,-5,-1.0,-0.6,3,93,6,19,0
CN1CCN(C(=S)c2ccc([N+](=O)[O-])cc2)CC1,1,4,-0.3,-0.2,-18,102,-17,-11,16
CCOc1ccccc1C(=O)Nc1ccc(S(=O)(=O)N2CCN(C)CC2)cc1,5,6,-2.5,18*,-17,103,4,49,4
CCN(CC)c1ccc(N)cc1S(=O)(=O)Nc1ccc(OC)cc1,-4,5,-3.1,-1.4,8,100,8,-29,18
CCCc1cc(=O)oc2cc(C)cc(OC(C)C(=O)NCC3CCC(C(=O)O)CC3)c12 (stereo unspecified),-35,6,0.7,0.4,38*,100,9,8,40
O=C(/C=C/c1ccc(N2CCCCC2)c([N+](=O)[O-])c1)c1ccc(O)cc1,5,6,-0.5,-2.5,-13,100,-1,12,-32
CCN(CCCNC(=O)C1CCC(=O)N1Cc1ccc(F)cc1)c1cccc(C)c1 (stereo unspecified),-18,4,-2.0,-3.4,18,93,-7,-103,-9
Fc1ccc(Nc2ccc3ccccc3n2)c(F)c1,-6,-7,-2.2,-3.5,2,nt,8,41,14
CCn1c(SCC(=O)C(C)(C)C)nnc1-c1cccnc1,-4,6,-3.0,-1.4,4,nt,6,6,-24
CCCNC(=O)c1ccc2c(=O)c(O)c(-c3cccc(Br)c3)[nH]c2c1,nt,-9,nt,nt,nt,107,22,0,42
NS(=O)(=O)c1ccc(CCNC(=O)CSc2ncnc3ccccc23)cc1,-5,4,-1.2,-1.0,5,102,5,12,9
COc1cccc(NC(=O)c2ccc(CN3CCN(c4ccccc4)CC3)cc2)c1,5,-3,-3.5,-0.9,-14,103,5,4,-26
Cc1ccc2c(c1)C1CN(C)CCC1N2C(=O)c1cccc(S(=O)(=O)N(C)C)c1 (stereo unspecified),14,1,-3.1,-4.1,12,101,-6,32,3
CCN(CC)CCn1c(-c2ccc(C)cc2)nc(=S)c2c1CC(C)(C)OC2,-2,0,-4.0,-2.5,-4,105,-11,-58,5
Cc1ccccc1/C=N/n1c(C2CCCCC2)n[nH]c1=S,-25,-11,-3.6,-4.0,4,98,2,-149,-17
COc1ccc(CN(CC(=O)NCc2ccc(F)cc2)C(=O)CCC(=O)Nc2cc(C)ccn2)cc1,-42,3,-2.5,-0.7,-10,98,-10,19,5
CCCCn1ccnc1C(=O)c1cc(S(=O)(=O)N2CCOCC2)ccc1C,-34,4,-3.5,-4.4,-2,105,-7,4,-4
CCOC(=O)c1ccc(NC(=S)NCCc2ccc(OC)c(OC)c2)cc1,-17,1,-0.3,2.8,0,89,-1,6,2
O=C(N/N=C/C(Br)=C\c1ccccc1)c1n[nH]c2c1CCC2,-7,-12,-6.1,-3.8,6,nt,-34,22,10
c1ccc2[nH]c(CSc3nc4ccccc4o3)nc2c1,-4,-7,-3.2,-4.0,-6,98,1,-70,18
NC(=O)c1nsc(C(=O)N(c2cccc(F)c2)C(C(=O)NCC2CCCO2)c2ccc3ncccc3c2)c1N (stereo unspecified),-38,-4,-4.6,-3.1,-3,103,-7,49,11
CC(=O)Nc1nnc(CSCc2ccccc2F)s1,-3,-3,-1.6,-0.6,0,100,-10,24,19
CCN(CC)C(=S)SC1=CCS(=O)(=O)C1,6,nt,-3.0,-1.3,-8,103,-2,-11,-6
CCOC(=O)C1CCN(C(=O)COc2ccc([N+](=O)[O-])cc2)CC1,-7,-2,-0.4,-0.9,1,87,-1,47,4
O=C(CN(Cc1ccccc1Cl)C(=O)c1csnn1)NCCc1ccccc1,-34,3,-1.7,0.2,0,101,-7,36,-5
NC(=O)c1ccc[n+](CC(=O)OCCC23CC4CC(CC(C4)C2)C3)c1,11,5,-3.0,-2.5,-11,108,-13,28,-2
COc1ccccc1-c1nc(SCC(=O)NCC2CCCO2)c2c(=O)n(C)c(=O)n(C)c2n1 (stereo unspecified),-3,nt,-0.9,-0.4,-10,100,-2,16,31
COCCOC(=O)C1=C(C)NC(=O)NC1c1ccc(-c2cc(Cl)ccc2Cl)o1 (stereo unspecified),-47,nt,0.6,-4.1,43*,103,-4,32,18
COc1ccccc1-c1nn2c(-c3ccco3)nnc2s1,-20,-6,-2.6,5.7,8,103,-19,9,15
CCC1(CC)C(=O)NN(c2ccccc2)C1=O,6,-1,-2.0,-3.8,-3,107,6,0,-14
Nc1ccccc1NC(=O)CCn1c(=S)[nH]c2ccccc2c1=O,-10,9,-4.8,-1.7,8,98,-22,44,-2
COc1cccc(CNC(=O)c2ccc(NC3=NC4CS(=O)(=O)CC4S3)cc2)c1 (stereo unspecified),-3,-7,-4.0,-0.7,-3,104,-5,-17,4
COc1cccc(OC)c1NC(=O)Cc1nn(C)c(=O)c2ccccc12,-4,3,-2.8,-2.6,6,125*,-13,1,29
Cc1c(CNCc2cccs2)c(C(=O)O)c(C)n1Cc1ccccc1,-11,-2,-4.9,-4.7,-1,100,-10,-27,22
Clc1ccc(C2=CC(c3ccco3)n3ncnc3N2)cc1 (stereo unspecified),-6,-25,-2.0,1.3,6,101,4,37,23
CC1=CC(=C2C(=O)c3ccccc3C2=O)C=C(C)N1Cc1ccco1,2,5,-2.1,-1.7,22,nt,-7,30,10
C=CCNC(=O)/C(C#N)=C/c1cn(-c2ccccc2)nc1-c1cccs1,1,5,-1.4,-1.6,-7,102,-2,-3,14
CCC(=O)Nc1ccc(C(=O)c2ccccc2)cc1,6,1,-2.5,-0.9,1,100,-6,11,12
Nc1ccc2c(c1)COC2=O,10,3,-2.3,-0.3,8,107,-7,-20,8
Cc1cccc(C)c1NC(=O)NN(C(=O)c1ccccc1)C(C)(C)C,-1,1,-4.7,-2.8,-6,105,-20,0,4
Cc1cc(/C=C2\Cc3ccccc3C2=O)c(C)n1-c1ccccc1,-19,1,-2.3,-0.7,39*,94,2,-2,8
Cc1ccc(OCC(=O)Nc2c[nH]c(=O)[nH]c2=O)cc1C,2,8,-0.7,-3.3,2,99,1,20,5
COc1cc(Cl)c(C)cc1NC(=O)c1ccccc1NC(=O)CN1CCOCC1,-38,-8,0.8,1.0,17,98,12,14,-2
CN(CC(=O)Nc1cccc(F)c1)CC(=O)Nc1cccc(S(N)(=O)=O)c1,-5,2,-1.9,0.7,-4,89,-6,25,19
CC(C)(C)NC(=O)C(c1ccco1)N(Cc1ccc(F)cc1)C(=O)c1snc(C(N)=O)c1N (stereo unspecified),-15,9,-3.4,-3.9,3,89,-5,13,17
C=CCOc1c(Br)cc(/C=N/Nc2ccc(C(=O)O)cc2)cc1OCC,-22,-2,-2.8,-2.8,6,96,2,-3,5
COc1ccccc1-c1cc2nc(C)c(CCC(=O)NC(C)CCc3ccco3)c(C)n2n1 (stereo unspecified),-33,-4,-0.2,1.3,4,111,-1,-9,8
C/C(CC(=O)Nc1ccc(N(C)C)cc1)=N\NC(=O)c1ccncc1,-11,18*,-4.3,-2.0,8,96,-7,18,4
O=C(O)C1Cc2ccccc2CN1S(=O)(=O)/C=C/c1ccccc1 (stereo unspecified),-31,1,-1.5,-0.6,5,100,8,-14,-6
CCCOc1ccc(-c2nc(C#N)c(N3CCC(C(N)=O)CC3)o2)cc1,-8,-2,-0.5,-2.3,1,110,-16,4,23
COc1ccc(Nc2nc3ccccc3n2C)cc1,0,4,-3.0,-0.8,6,110,6,18,13
O=C(NCc1ccccc1)C(c1cccnc1)N(C(=O)c1ccccn1)c1ccccc1F (stereo unspecified),-30,3,-1.3,1.9,-6,103,-21,20,14
